High-throughput results deposited in PubChem by National Center for Advancing Translational Sciences (NCATS).
IL2 activator = qHTS of IL-2 Activators; activation, % (series mostly up to about 46 µM); IL-2 activation reporter assay, cell-based qHTS; stimulated with anti-CD3/CD4/CD28 beads; in transgenic mouse T cells; hit rate 0.065% among 360,000; in the data active = activation above about 50%; inconclusive = mostly about 30% to 49%; also: 0% is about no effect
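Unstimulated transgenic mouse T cells preincubated 60 min with compound, then stimulated with anti-CD3/anti-CD4-coated beads plus anti-CD28 for 18 h at 37 degrees C. IL-2 response read as EGFP and DsRed fluorescence by plate cytometry.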
EPAC1 agonist = qHTS for Agonist of cAMP-regulated guanine nucleotide exchange factor 3 (EPAC1): primary screen; Rap guanine nucleotide exchange factor 3 (Homo sapiens), O95398; EPAC1 agonist qHTS, biochemical assay; response scale: 100% = response to 6.5 mM cAMP; Potency, µM (doses to about 154 µM), inactives show top-dose activation, most hits filed as activators; hit rate 0.073% among 360,000; also: potency is read from the fitted curve at half-maximal effect; nearly all actives have a fitted effect of over 60% in size
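Normalized to 6.5 mM cAMP, activity reflects EPAC1-catalysed release of BODIPY-GDP from Rap1B, followed kinetically over 30 min at 480 nm excitation, 540 nm emission. Reaction contained 100 nM EPAC1, 250 nM Rap1B-BODIPY-GDP, 50 uM GDP.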
FUS suppressor = qHTS for Suppressors of FUS Proteinopathy: Primary screen using FUS-linked yeast assay; Potency, µM (top dose mostly 76.6 µM), for inactives: top-dose growth rescue (activation), usual class: activators; AID 1347120, 2019; S. cerevisiae FUS-expressing, growth rescue, OD600, 24 h; hit rate 0.24% among 390,000;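 also: potency is read from the fitted curve at half-maximal effect; plate controls were DMSO vehicle for no effect and reference control for full effect; nearly all actives have a fitted effect of over 55% in size; some results filed as inactive show a strong effect at the top dose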
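Quantitative HTS measuring growth restoration of FUS-toxic yeast. Galactose-induced cells (OD 0.005) were exposed 24hr at 30C to compounds at several concentrations, then absorbance at 600 nm was recorded.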
WRN inhibitor = qHTS for Inhibitors of WRN Helicase; Bifunctional 3'-5' exonuclease/ATP-dependent helicase WRN (Homo sapiens), Q14191; WRN helicase unwinding, fluorescent forked duplex, kinetic; Potency, µM (series often up to 114 µM), for inactives: at the top dose activity change, negative = inhibition, most hits filed as inhibitors; hit rate 0.46% among 360,000; also: potency is read from the fitted curve at half-maximal effect; % is scaled to controls: 0 for no effect and ±100 for the full control effect; nearly all actives have a fitted effect of over 55% in size
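Primary qHTS, 1536-well format. 20 nM WRN + compound, 15 min RT; start with 100 nM forked fluorophore/quencher duplex, 2 mM ATP (final); kinetic read ex 525/em 598 nm.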
Abeta yeast res = qHTS for compounds that reverse cellular toxicity of Amyloid beta (A-beta) peptide in yeast: Primary Screen | yeast expressing A-beta42, growth rescue, OD600, 48 h; response scale: 0% DMSO, 100% iron-clioquinol control | Potency, µM (titrated, usually from 46.1 µM), for the others: at the highest dose growth rescue, most hits filed as activators | hit rate 0.063% among 410,000 | AID 1347071, 2019; also: potency is read from the fitted curve at half-maximal effect; nearly all actives have a fitted effect of over 55% in size
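Yeast A-beta toxicity model in growth medium with pinned compounds, 48 h at 30 C; growth read as absorbance at 600 nm. Normalized to FeCl3/clioquinol equimolar mix (positive) and DMSO (negative).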
aSyn yeast inh = qHTS of alpha-syn Inhibitors; hit rate 0.14% among 370,000; Yeast expressing alpha-synuclein, growth rescue, BacTiter-Glo, 24 h; AID 652106, 2013; Potency, µM (doses to about 46.1 µM), without a hit: top-dose growth rescue (activation), usual class: activators; also: potency is read from the fitted curve at half-maximal effect; % of control where 0% means no effect; nearly all actives have a fitted effect of over 65% in size
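Screening used galactose-induced yeast with toxic alpha-synuclein levels, exposed to compound for 24 hr at 30 deg C. Cell growth, read with BacTiter-Glo luminescence, gave the measured signal.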
PI5P4Ka inh = qHTS for Inhibitors of phosphatidylinositol 5-phosphate 4-kinase (PI5P4K); max response, %; PI5P4Kalpha enzyme, ADP-Glo luminescence, 60 min; hits give low values; hit rate 1.2% among 330,000; Phosphatidylinositol 5-phosphate 4-kinase type-2 alpha (Homo sapiens), P48426; active = max response of -50% or lower; inconclusive = between -30% and -50%; inactive = -30% or higher; also: value at the top dose of about 77 µM; % is scaled to controls: 0 for no effect and ±100 for the full control effect
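ADP-Glo luminescence end-point read after a 60 min room-temperature kinase reaction of PI5P4Kalpha plus substrate, initiated with ATP at 5 microM final. Buffer: 0.038 M HEPES pH 7.4, EGTA, 0.1% CHAPS, 5% DMSO.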
EPAC1 antagonist = qHTS for Antagonist of cAMP-regulated guanine nucleotide exchange factor 3 (EPAC1): primary screen. AID 720709, 2013. hit rate 0.14% among 360,000. EPAC1 GEF assay, Rap1b-BODIPY-GDP exchange fluorescence. Potency, µM (doses to about 115 µM), without a hit: at the top dose activity change, negative = inhibition, usual class: inhibitors;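 also: potency is read from the fitted curve at half-maximal effect; plate controls were vehicle for no effect and positive control for full effect; nearly all actives have a fitted effect of over 50% in size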
PLK1 PBD block = qHTS for Inhibitors of PLK1-PDB (polo-like kinase 1 - polo-box domain): Primary Screen | Serine/threonine-protein kinase PLK1 (Homo sapiens), P53350 | Plk1 PBD binding of FITC phosphopeptide, fluorescence polarization | Potency, µM, for the others: max response, negative = inhibition, usual class: inhibitors | hit rate 2.8% among 360,000; also: potency is read from the fitted curve at half-maximal effect; series mostly up to about 57 µM; % is scaled to controls: 0 for no effect and ±100 for the full control effect; nearly all actives have a fitted effect of over 65% in size
* marks the source's active call; other numbers are inactive results; ? = inconclusive; / = not tested or not shown; [ ] = another dose, or the depositor's remark. Unless noted, calls follow the shape of the dose curve; as a rule, active = well fitted curve in the direction sought with a large enough effect; inconclusive = small, poorly fitted or top-dose-only effect, or another doubt; inactive = no such curve, though single readings can be large; an effect the other way counts as inactive or inconclusive. Hits appear at their usual frequency; 4.1% or so of the library scored in one or more.

entry | Compound | IL2 activator | EPAC1 agonist | FUS suppressor | WRN inhibitor | Abeta yeast res | aSyn yeast inh | PI5P4Ka inh | EPAC1 antagonist | PLK1 PBD block
1 | CC(NCc1ccc(S(N)(=O)=O)cc1)C(=O)Nc1cc([N+](=O)[O-])ccc1Cl (stereo unspecified) | 0.6 | 4% | 14% | 3% | -12% | -6% | 3 | -13% | -13%
2 | COc1cccc(/C=N/NC(=S)Nc2cccc(C(=O)O)c2)c1 | -0.2 | 4% | 2% | -1% | 13% | -1% | -25 | -11% | -20%
3 | Cc1ccnc(SCC(=O)N2CCN(c3cccc(Cl)c3)CC2)n1 | -2.2 | 8% | 14% | 5% | -2% | 10% | 1 | 13% | -19%
4 | COc1ccc(S(=O)(=O)NC(CC(=O)NCCc2ccc(OC)c(OC)c2)c2ccco2)cc1 (stereo unspecified) | -1.4 | 9% | 11% | -4% | -5% | 0% | -4 | -7% | -12%
5 | O=C(NCCc1ccc(Cl)cc1)Nc1cccc(Cl)c1 | -0.1 | 7% | -19% | -9% | 1% | -9% | 3 | -3% | 3%
6 | CCCc1cc(=O)[nH]c(SCc2cc(=O)oc3c(C)c(C)ccc23)n1 | -0.3 | 11% | -10% | 3% | 27% | -1% | -8 | -4% | -10%
7 | CCOC(=O)c1cnc(SCC(=O)Nc2cc(OC)cc(OC)c2)nc1N | -3.4 | -2% | 9% | 6% | 10% | 1% | / | 1% | 1%
8 | CNC(=O)c1[nH]cnc1C(=O)Nc1ccc(C)cc1 | -0.3 | 7% | -9% | -2% | 4% | -6% | -4 | 1% | -2%
9 | Clc1cccc(Oc2ncccn2)c1 | 0.4 | -12% | 4% | 0% | 0% | 0% | 1 | -14% | -5%
10 | COc1ccc(CCn2c(-c3cc([N+](=O)[O-])cc([N+](=O)[O-])c3)nc3nc4ccccc4nc32)cc1 | -0.3 | 5% | / | 5% | -4% | -3% | -9 | 6% | -9%
11 | CC(C)c1ccc(CC(=O)N2CCC2(C)C(=O)NCc2cccc3ccccc23)cc1 (stereo unspecified) | -0.7 | -6% | ? | -14% | 24% | ? | 27 | -18% | -1%
12 | CSc1nsc(SCC(=O)Nc2ccc(Br)cn2)n1 | 0.3 | -14% | 1% | -13%[57.1 µM] | -2% | -11% | ? | -9% | -16%
13 | C[n+]1cc(-c2ccccc2)oc1-c1ccccc1 | -1.3 | -1% | -5% | 0% | -1% | 1% | 1 | -10% | -1%
14 | Cc1ccc(-n2c(C)cc(/C=C(\C#N)C(=O)NCC3CCCO3)c2C)cc1 (stereo unspecified) | -0.4 | 27% | 33% | -6% | -14% | 1% | / | ? | -12%
15 | COc1ccccc1Nc1nc2ccccc2n1C | -0.7 | 7% | -15% | -5% | -17% | -7% | -5 | -9% | -3%
16 | c1ccc(SCc2nc(-c3ccccn3)no2)cc1 | 0.5 | 1% | -25% | 5% | 25% | 7% | -5 | 3% | ?
17 | Cc1ccc(NC2CCCN(C(=O)CCc3cn[nH]c3)C2)cc1C (stereo unspecified) | -3.3 | 4% | / | -12% | -8% | 0% | -3 | -5% | -15%
18 | C=CCN(CC=C)C(=O)Nc1ccc2nc(C)sc2c1 | -1.5 | 1% | -1% | 1% | 10% | 0% | 1 | 8% | -1%
19 | COC(=O)/C(C#N)=C/c1ccc(N2CCOCC2)c([N+](=O)[O-])c1 | -0.2 | 11% | 29% | -6% | 2% | -6% | 2 | 1% | -10%
20 | O=c1[nH]c(CO)nc2c1oc1ccccc12 | -3.2 | 2% | / | -21% | 6% | 5% | 0 | -8% | -1%
21 | Cc1c(C#N)c(O)n(C)c(=O)c1N=Nc1ccc(S(N)(=O)=O)cc1 | -3.4 | 6% | -16% | -9% | -6% | -6% | -15 | -20% | -4%
22 | CC(=O)C1C(c2ccc(F)c(F)c2)NC(=O)NC1(O)C(F)(F)F (stereo unspecified) | -3.4 | 14% | 7% | 4% | -7% | -5% | / | 9% | -8%
23 | Cc1cc(=O)[nH]c(SCc2cccc(Br)c2)n1 | -2.6 | 3% | 4% | -31%[57.1 µM] | -1% | 7% | 3 | 12% | -17%
24 | CCOC(=O)c1nc2nc(C)c(Cl)c(=O)n2[nH]1 | 1.8 | -6% | -5% | -4% | 6% | -4% | 1 | -8% | -4%
25 | COc1cc(COc2ccc3c(C)c(CCC(=O)O)c(=O)oc3c2)cc(OC)c1OC | -4.3 | 8% | 24% | -7% | -11% | -2% | -7 | -10% | 1%
26 | Cc1ccc(-n2c(SCC(=O)NCc3ccco3)nnc2-c2cccnc2)cc1 | -2.1 | -2% | -4% | 7% | -14% | -16% | -2 | 14% | -15%
27 | Brc1ccc(-c2nc(-c3ccccn3)no2)o1 | 1.6 | 0% | -1% | 3% | -25% | -12% | 2 | 0% | -5%
28 | CC(C)OC(=O)/C(C#N)=C/c1c[nH]c2ccccc12 | -4.5 | 5% | / | -4% | 11% | -2% | 1 | -3% | 1%
29 | O=c1c(-c2nnc(SCc3ccc(Cl)cc3)o2)cccn1Cc1ccccc1 | 1.4 | 9% | ? | -4% | 14% | 16% | / | -4% | -2%
30 | CCOC(=O)c1nnn(CC(=O)Nc2ccccc2OC)c1C(=O)OCC | -0.9 | -9% | 8% | 0% | -4% | -3% | 2 | 29% | -8%

31. CC(=O)Nc1ccc(S(=O)(=O)NNC(=O)CCC(=O)NCc2ccccc2)cc1
32. CC[C@]12c3[nH]c4cc(-c5ccco5)ccc4c3CCN1C(=O)[C@@H](CC(=O)NCCN1CCOCC1)C[C@@H]2C(=O)N1CCN(C(=O)C2CC2)CC1
33. Cc1cccc(C)c1OCc1n[nH]c(=S)n1-c1ccccc1
34. Cc1ccc(SCc2ccc(C(=O)Nc3cccc([N+](=O)[O-])c3)cc2)cc1
35. O=C(Nc1ccccc1F)C1CCN(S(=O)(=O)c2cccc3nonc23)CC1
36. CCN(CC)C(=O)CSc1nc2ncccc2[nH]1
37. Fc1cccc(Cn2cc(C(=S)N3CCOCC3)c3ccccc32)c1
38. CCCC(C(=O)NCCC(C)C)N(Cc1ccc(OC)cc1)C(=O)c1snc(C(N)=O)c1N (stereo unspecified)
assay / entry | 31 | 32 | 33 | 34 | 35 | 36 | 37 | 38
IL2 activator | -0.8 | -0.1 | -0.4 | 1.2 | 1.0 | -0.4 | -1.2 | 0.9
EPAC1 agonist | 0% | -34%[inhibitor] | -8% | -8% | -8% | 9% | 1% | -10%
FUS suppressor | -21% | 0% | -16% | 11% | 17% | / | 34% | 25%
WRN inhibitor | 4% | 1% | 4% | -6% | 0% | 1% | -13% | 0%
Abeta yeast res | 6% | 9% | ? | 7% | 1% | -29% | ? | 15%
aSyn yeast inh | 2% | -8% | 0% | 2% | 0% | -3% | -32%[inhibitor] | 17%
PI5P4Ka inh | 10 | -3 | 5 | / | -11 | -11 | 0 | -6
EPAC1 antagonist | -1% | 8% | 11% | -10% | 1% | -13% | -7% | -9%
PLK1 PBD block | 0% | -6% | 0% | -4% | -4% | -14% | -17% | 1%

Limited to EPAC1 antagonist, FUS suppressor and aSyn yeast inh, for some of the entries so far:
cpd | canonical_smiles | EPAC1 antagonist | FUS suppressor | aSyn yeast inh
26 | Cc1ccc(-n2c(SCC(=O)NCc3ccco3)nnc2-c2cccnc2)cc1 | 14% | -4% | -16%
27 | Brc1ccc(-c2nc(-c3ccccn3)no2)o1 | 0% | -1% | -12%
6 | CCCc1cc(=O)[nH]c(SCc2cc(=O)oc3c(C)c(C)ccc23)n1 | -4% | -10% | -1%
25 | COc1cc(COc2ccc3c(C)c(CCC(=O)O)c(=O)oc3c2)cc(OC)c1OC | -10% | 24% | -2%
15 | COc1ccccc1Nc1nc2ccccc2n1C | -9% | -15% | -7%

(more compounds)
39. C[C@H](CO)N1C[C@H](C)[C@@H](CN(C)Cc2ccc(Cl)c(Cl)c2)Oc2c(NC(=O)CCC(F)(F)F)cccc2C1=O
40. O=C(CCSCCc1ccccn1)Nc1ccc(Cc2ccncc2)cc1
41. Cc1cc(-c2ccccc2)nc2cc(C(=O)OC(C)C)nn12
42. COC(=O)C1=C(C)N(Cc2ccccc2)C(=O)N[C@H]1c1ccco1
assay / entry | 39 | 40 | 41 | 42
IL2 activator | -5.2 | -3.1 | -0.3 | 0.5
EPAC1 agonist | -15% | -5% | 11% | 2%
FUS suppressor | ? | 2% | -10% | -5%
WRN inhibitor | -8% | 1% | 7% | 5%
Abeta yeast res | -1% | -1% | -2% | 0%
aSyn yeast inh | 1% | -4% | 4% | 5%
PI5P4Ka inh | -2 | -1 | -1 | -2
EPAC1 antagonist | -30% | -10% | -11% | 11%
PLK1 PBD block | -16% | -11% | -15% | -8%
